KOR beta-arrestin-1 = KOR agonists, beta-arrestin recruitment, primary screen, cell-based, luminescence, uHTS (AID 1777) | Kappa-type opioid receptor (Homo sapiens) | KOR beta-arrestin recruitment, luminescence; higher % means a stronger effect | activation, % at 10 µM; hits with a dose series show EC50 in µM | 0.02% of 280,000 active; in the data active = activation above about 50%, passing the limit was not always enough; note: a part of the inactive calls stands beside numbers as strong as those of hits
KOR beta-arrestin-2 = KOR antagonists, beta-arrestin recruitment, cell-based, luminescence, uHTS (AID 1778) | 0.091% of 290,000 active | one-dose inhibition, % at 10 µM; IC50 in µM for titrated hits | Kappa-type opioid receptor (Homo sapiens) | KOR beta-arrestin recruitment, luminescence, antagonist mode; higher % means a stronger effect; note: strong numbers were not always called active
HEK293 NOD2/NF-kB = NOD2 signaling inhibitors, cell-based, luminescence, uHTS, HEK293 (AID 1566); HEK293 NOD2/NF-kB luciferase reporter, luminescence; higher % means a stronger effect; one-dose inhibition, % at 4 µM; EC50 in µM for titrated hits; 0.63% of 290,000 active; note: many of its hits are not listed in these tables
NOD1 NF-kB reporter = NOD1 signaling inhibitors, primary screen, cell-based, luminescence, uHTS (AID 1578); NOD1-driven NF-kB luciferase reporter cells, luminescence; higher % means a stronger effect; one-dose inhibition, % at 4 µM; EC50 in µM for titrated hits; 1% of 290,000 active; in the data active = inhibition mostly above about 36%, no sharp cut-off; inactive = mostly below about 34%;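 note: HEK-293T reporter cells stimulated with the NOD1 agonist gamma-tri-DAP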
LYP phosphatase = inhibitors of LYP phosphatase, biochemical, fluorescence intensity, uHTS (AID 1779); Tyrosine-protein phosphatase non-receptor type 22 (Homo sapiens); recombinant LYP phosphatase, fluorescence intensity; higher % means a stronger effect; inhibition, % at 11.5 µM, or IC50 in µM where a hit was titrated; 0.054% of 290,000 active;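 note: plate controls were vehicle with enzyme for no effect and no enzyme for full effect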
Myeloid diff MLP = induction of myeloid progenitor differentiation, primary screen, cell-based, flow cytometry, MLPCN library | ER-HoxA9 myeloid progenitors, lysozyme-GFP differentiation | calls only at 10 µM | 1% of 360,000 active | AID 624256, 2012;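 active = normalized GFP-positive differentiation at or above the plate's own cutoff, the solvent-only control mean plus 3 SD; inconclusive = no clear call, values can overlap the other calls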;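 note: cells exposed to compound for four days before flow analysis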
PhoP inhibition = inhibitors of PhoP regulon expression, primary screen, Salmonella Typhimurium, GFP reporter (AID 1863); S. Typhimurium PhoP-regulated promoter GFP reporter, 4 h; higher % means a stronger effect; inhibition, % at 50 µM, or IC50 in µM where a hit was titrated; 0.16% of 300,000 active;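 active = inhibition over 29.93%, a cutoff 3 SD above the screen mean, later confirmed by dose response; inconclusive = inhibition over 29.93% but no dose response follow-up; inactive = inhibition at most 29.93% or unconfirmed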;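 note: 0% = low Mg2+ inducing control and 100% = high Mg2+ repressing control; strong numbers were not always called active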
Siah-1 displacement = Siah-1 peptide-binding antagonists, primary screen, biochemical, fluorescence polarization, rhodamine-plectin, uHTS (AID 1817); Siah-1 / rhodamine-plectin peptide fluorescence polarization; higher % means a stronger effect; displacement, % at 20 µM; hits with a dose series show IC50 in µM; 0.02% of 290,000 active;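 active = displacement of at least 50% at 20 µM, with a fluorescence ratio check between 0.3 and a set limit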;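 note: plate controls were Siah plus tracer with DMSO for no effect and tracer alone without Siah for full effect; strong numbers were not always called active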
HIV fusion peptide = inhibitors of HIV fusion peptide binding, primary screen, biochemical, uHTS, fluorescence dequenching (AID 1986); cell-free peptide binding, fluorescence dequenching, 30 min; higher % means a stronger effect; inhibition, % at 20 µM, or IC50 in µM where a hit was titrated; 0.3% of 290,000 active; in the data active = inhibition mostly above about 52%, no sharp cut-off; inactive = mostly below about 76%; note: some results filed as inactive read as strong as hits
Myeloid diff MLP GFP+ MAC1+ % = also measured in Myeloid diff MLP; calls as there; GFP+ MAC1+ double positive, %; measured here: differentiation confirmed by MAC1 staining
Numbers without * were called inactive; i = inactive; ? = inconclusive; · = no result given; [ ] = dose if it differs, or a comment. Cut-off read from the data, not from the text of the source, unless noted: active = inhibition above about 50%; inactive = the rest. These rows are one share of the data (hit frequency here may not be typical).

SMILES	KOR beta-arrestin-1	KOR beta-arrestin-2	HEK293 NOD2/NF-kB	NOD1 NF-kB reporter	LYP phosphatase	Myeloid diff MLP	Myeloid diff MLP GFP+ MAC1+ %	PhoP inhibition	Siah-1 displacement	HIV fusion peptide
O=C(Nc1cccc(-c2nc3ncccc3o2)c1)c1cc2ccccc2o1	1.6%	-1%	-9%	-24%	3%	i	0.7	-4%	5%	-1.0%
O=C(NCc1cccnc1)c1ccc(=O)oc1	-1.3%	36%	-17%	-14%	0%	i	1.2	11%	-3%	1.0%
Cn1c(=O)c2c(nc(SCCN3CCCCC3)n2Cc2ccccc2)n(C)c1=O	6.9%	-1%	-5%	5%	-13%	i	0.6	-11%	2%	13%
CSc1nc2ccc(S(N)(=O)=O)cc2s1	-0.2%	-10%	17%	-2%	-9%	i	1.2	23%	6%	3.6%
O=C(O)c1csc(-c2cccs2)n1	-2.3%	-10%	0%	-51%	-6%	i	0.4	-9%	6%	-1.4%
Cc1[nH]c2ccccc2c1/C=C(\C#N)C(=O)NCc1ccccc1	5.0%	18%	30%	-15%	-5%	i	0.7	-12%	10%	27%
CCC(=O)NC(=S)Nc1cccc(NC(=O)CC)c1	-1.5%	10%	13%	-13%	-1%	i	0.8	1%	0%	-1.5%
N=c1c(C(=O)NC2CCCC2)cc2c(=O)n3ccccc3nc2n1CCN1CCOCC1	-2.7%	1%	0%	-18%	-33%	i	0.7	-5%	1%	-1.6%
CC(N=C1NC(C)(C)Cc2ccccc21)C(=O)O (stereo not drawn)	4.2%	-2%	1%	-38%	1%	i	0.7	1%	0%	0.4%
Cc1ccc(C2=N/C(=C\c3cccs3)C(=O)N2Nc2ccccc2)cc1	-2.0%	-6%	8%	-11%	11%	i	0.7	-13%	-1%	8.2%
Cc1ccc(C2CC(=O)Nc3sc(C(N)=O)c(N)c32)cc1 (stereo not drawn)	7.4%	-20%	5%	-8%	-1%	i	9.6	8%	5%	0.8%
CN(C)S(=O)(=O)c1cccc(NC(=O)COC(=O)/C=C/c2ccc(Br)o2)c1	·	10%	-3%	-12%	-2%	i	0.5	-12%	20%	10%
CC(=O)c1cc(NC(=O)c2ccccc2)c(=O)oc1/C=C/N(C)C	-1.2%	-2%	18%	14%	4%	i	0.6	-6%	-1%	27%
O=[n+]1c2c(n([O-])c3cc(F)c(F)cc31)CCCC2	1.7%	-55%	1%	5%	-2%	i	2.2	-6%	-7%	34%
CCCc1cc(C(=O)Nc2cc(Br)ccc2O)no1	-1.8%	18%	-14%	-20%	2%	i	2.0	9%	4%	-1.7%
CN(C)Cc1c(C(=O)N/N=C/c2ccccc2OCc2c(F)cccc2Cl)nnn1-c1nonc1N	-1.5%	6%	7%	-47%	6%	?	·	3%	2%	-0.8%
Nc1nc2sc3c(c2cc1C(=O)NCC(=O)O)CCCC3	3.0%	-9%	-6%	-10%	-5%	i	0.7	-3%	-6%	0.1%
CC(NC(=O)C1CCC1)c1ccc(Br)cc1 (stereo not drawn)	-3.4%	25%	5%	27%	11%	i	0.4	0%	0%	4.0%
COc1ccccc1NC(=O)c1ccc(S(=O)(=O)N2CCC(C)CC2)cc1	8.8%	-51%	19%	35%	-7%	i	0.8	-2%	-5%	1.0%
O=C(c1ccc([N+](=O)[O-])cc1)N1CCN(c2ncc(Br)cn2)CC1	7.7%	-23%	5%	-2%	-6%	i	0.7	-2%	2%	-0.7%
COc1ccc(NC(=O)CSc2cn[nH]n2)cc1OC	2.5%	-28%	-18%	13%	-9%	i	0.4	6%	2%	-1.0%
COc1cccc(C(=O)Oc2cc(C)[nH]c(=O)c2[N+](=O)[O-])c1OC	-0.6%	6%	9%	-13%	-6%	i	1.3	-1%	-3%	0.1%
CCC(=O)Nc1cc(-c2nn(C)c(=O)c3ccccc23)ccc1OC	-2.8%	12%	7%	-20%	-11%	i	8.5	7%	6%	0.3%
CC(=O)Nc1ccc(/C=C2/Sc3ccccc3C2=O)cc1	·	-23%[20 µM]	-79%	-57%	4%	i	0.2	-5%	13%	-1.7%
COc1ccc(-c2nc(CSCC(=O)NCCC3=CCCCC3)c(C)o2)cc1OC	0.9%	-9%	-10%	-14%	-6%	i	0.5	-6%	-1%	-2.0%
CC1CCCN(S(=O)(=O)c2ccc(N(C(=O)c3cnccn3)C(C(=O)NC3CCCCC3)c3cccs3)cc2)C1 (stereo not drawn)	1.5%	22%	-1%	-30%	10%	i	0.6	-14%	0%	1.7%
Cn1cccc1-c1nc2ccc([N+](=O)[O-])cc2[nH]1	-1.8%	-8%	-64%	-12%	-7%	i	0.4	·	2%	1.0%
CCOc1ccc(NC(=O)c2ccccc2OCC(=O)c2ccc(C)cc2)cc1	-0.6%	5%	2%	-64%	3%	i	0.4	-11%	1%	-0.8%
COCCOC1CCN(C(=O)C2CCC(=O)N(Cc3cccc(F)c3)C2)CC1 (stereo not drawn)	12%	-56%	24%	11%	-10%	i	0.0	-1%	3%	1.2%
COc1ccc(S(=O)(=O)Nc2ccc3c(c2)OCO3)cc1	5.2%	-18%	0%	-18%	-6%	i	0.9	0%	-4%	-1.4%
Cc1cc(NCC(C)C)n2ncnc2n1	0.1%	-53%	7%	-20%	4%	i	1.0	12%	1%	0.1%
NC(=O)N1CCc2ccccc21	1.7%	10%	19%	-28%	-5%	i	0.2	5%	0%	0.8%
O=C(NCc1ccc(Cl)cc1)C1CCC(CNc2c(N3CCOCC3)c(=O)c2=O)CC1 (stereo not drawn)	3.2%	18%	19%	1%	-4%	i	0.3	-4%	9%	-0.8%
O=C(CNC(=O)c1cccnc1)N/N=C/c1cccnc1	0.7%	44%	-15%	-1%	-6%	i	0.3	3%	3%	-0.2%
CNC(=O)COC(=O)COc1ccc2c(C)cc(=O)oc2c1	-3.2%	5%	11%	-24%	-3%	i	0.8	-4%	-8%	-0.6%
COc1ccccc1NC(=S)NC(=O)/C=C/c1ccco1	7.8%	-30%	5%	-34%	1%	i	0.5	9%	11%	25%
CN(C(=O)COc1ccccc1)C1CCS(=O)(=O)C1 (stereo not drawn)	-4.1%	-3%[20 µM]	18%	-11%	-7%	i	0.5	1%	1%	-1.5%
CCN1C(=O)[C@H]2[C@@H](c3ccc(C)cc3)N3C(=O)N(c4cccc(F)c4)C(=O)[C@@]3(C)[C@H]2C1=O	-0.3%	-21%[20 µM]	10%	-41%	5%	i	1.2	-3%	0%	1.3%
COc1ccc(CCNC(=O)C2CC3Cn4c(nc5cc6ccccc6cc54)C3N2C)cc1 (stereo not drawn)	0.2%	34%	-8%	10%	-2%	i	2.4	3%	-4%	-1.1%
NC(=O)c1oc2ccccc2c1NC(=O)Cc1ccccc1	-1.5%	-23%[20 µM]	7%	-4%	-10%	i	1.1	-6%	-1%	0.5%
COc1ccccc1N1CCN(CCC(=O)Nc2ccc3c(c2)OCO3)CC1	0.4%	-5%	-20%	-26%	-3%	i	0.6	4%	0%	0.1%
CC(=O)NC(=O)COC(=O)/C=C/c1c(C)nn(Cc2c(Cl)cccc2Cl)c1Cl	3.6%	-24%	-3%	34%	-5%	i	0.9	2%	-4%	-2.0%
O=C(CNC(=S)N(CCCN1CCOCC1)Cc1cccs1)NCc1ccccc1	0.7%	-15%	8%	-25%	-8%	i	4.9	8%	6%	0.4%
CC1Oc2ccccc2N(CC(=O)NC2CC2)C1=O (stereo not drawn)	0.5%	13%	-7%	-22%	-9%	i	0.0	5%	7%	-0.2%
O=C(O)CCN1CCc2ccccc2C1c1ccncc1 (stereo not drawn)	3.3%	-7%	4%	-6%	-10%	i	0.5	4%	11%	-0.1%
Cn1c(=O)c2c(nc(SCCN3CCOCC3)n2Cc2cccc3ccccc23)n(C)c1=O	1.0%	34%	10%	1%	-1%	i	0.9	-7%	3%	-2.0%
O=C(Cc1cccs1)N/N=C/C=C/c1ccccc1	3.5%	5%	-50%	-53%	9%	i	0.3	6%	3%	5.4%
NS(=O)(=O)c1ccc(NC(=O)CCc2ccccc2)cc1	-0.2%	26%	12%	1%	0%	i	0.9	4%	0%	-0.7%
CCOC(=O)c1nn(-c2ccccc2)c(C)c1C(C)=O	-1.1%	·	-7%	7%	-5%	i	1.6	3%	-5%	4.6%
Cc1cccc(N(C)C(=O)C2CCCN2S(=O)(=O)c2cccc3nsnc23)c1 (stereo not drawn)	1.6%	-9%	11%	-9%	1%	i	0.6	-9%	-2%	-0.3%
CCOC(=O)c1ccc(NC(=O)Cn2nnc(-c3ccc(C)cc3)n2)cc1	4.3%	-19%	-3%	-29%	-1%	i	0.7	-8%	2%	-0.4%
Cc1ccccc1C(=O)NNC(=S)Nc1cccc(C(F)(F)F)c1	1.7%	-37%	12%	36%	-4%	i	0.1	-6%	-10%	0.4%
Cc1ccc(CNC(=O)COC(=O)CSc2ccc(Br)cc2C)cc1	-1.9%	18%	11%	-12%	0%	i	0.5	-2%	-2%	-0.7%
CCCCN(CCCC)CCCNC(=O)CN1C(=O)COc2ccc(S(=O)(=O)N3CCC(C)CC3)cc21	4.8%	-28%	0%	-5%	-12%	i	2.5	1%	-1%	-0.6%
Fc1ccccc1CNc1ccc(Cl)c(Cl)c1	-0.7%	32%	14%	12%	-8%	i	1.0	2%	4%	1.2%
CCOC(=O)c1ccccc1NCN1C(=O)CSC1=O	1.5%	-35%	1%	-6%	1%	i	7.1	-10%	0%	-2.0%
COc1cc(SC)ccc1C(=O)OC1CCOC1=O (stereo not drawn)	8.2%	-10%	1%	8%	-8%	?	·	-3%	-1%	-1.8%
O=Cc1c[nH]c2ccc(C(=O)c3ccccc3)cc12	6.4%	-4%[20 µM]	-5%	-20%	-7%	i	0.3	13%	-1%	-1.5%

2 neighbouring entries out of the list so far:
SMILES	KOR beta-arrestin-1	KOR beta-arrestin-2	HEK293 NOD2/NF-kB	NOD1 NF-kB reporter	LYP phosphatase	Myeloid diff MLP	Myeloid diff MLP GFP+ MAC1+ %	PhoP inhibition	Siah-1 displacement	HIV fusion peptide
CCOC(=O)c1ccccc1NCN1C(=O)CSC1=O	1.5%	-35%	1%	-6%	1%	i	7.1	-10%	0%	-2.0%
COc1cc(SC)ccc1C(=O)OC1CCOC1=O (stereo not drawn)	8.2%	-10%	1%	8%	-8%	?	·	-3%	-1%	-1.8%

A few values from above.
CCCCN(CCCC)CCCNC(=O)CN1C(=O)COc2ccc(S(=O)(=O)N3CCC(C)CC3)cc21 in NOD1 NF-kB reporter is listed with -5%
COc1cc(SC)ccc1C(=O)OC1CCOC1=O (stereo not drawn) in KOR beta-arrestin-1 is listed with 8.2%
O=Cc1c[nH]c2ccc(C(=O)c3ccccc3)cc12 in Myeloid diff MLP GFP+ MAC1+ % is listed with 0.3
